ssDAF-12 act = S. stercoralis DAF-12 activation, primary screen; actives 1% (n = 370,000); activation, % at 6.8 µM; HEK293 ssDAF-12/GRIP1 lit1-tk-luc reporter, luminescence; % of 3 µM dafachronic acid response;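 active = activation above the mean over all tested compounds plus 3 SD, cut at about 0.9% in these data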;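 note: 0% = DMSO-only wells and 100% = 3 µM delta7-dafachronic acid wells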
HGIII-sPLA2 inh = Inhibits HGIII-sPLA2 liposome hydrolysis, primary screen; Q9NZ20; QFRET BODIPY PC-A2 liposome hydrolysis, fluorescence; inhibition, % at 12.2 µM; actives 0.56% (n = 370,000); AID 743126;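 active = inhibition above mean plus 3 SD of compounds lying within the high and low control bounds, cut at about 19% in these data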;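 note: 0% = median of test compound wells and 100% = no enzyme DMSO wells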
ADAM10 inh = inhibits human ADAM10. O14672. inhibition, % at 7 µM. recombinant ADAM10, EDANS/DABCYL FRET peptide cleavage, 3 h. AID 720582. actives 0.62% (n = 370,000);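 active = inhibition above a per-campaign cutoff equal to the mean of compounds falling between control-based bounds plus 3 SD, cut at about 20% in these data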;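 note: 0% = DMSO wells while the 100% control is not disclosed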
Target sequence (O14672 214-748 limits assumed): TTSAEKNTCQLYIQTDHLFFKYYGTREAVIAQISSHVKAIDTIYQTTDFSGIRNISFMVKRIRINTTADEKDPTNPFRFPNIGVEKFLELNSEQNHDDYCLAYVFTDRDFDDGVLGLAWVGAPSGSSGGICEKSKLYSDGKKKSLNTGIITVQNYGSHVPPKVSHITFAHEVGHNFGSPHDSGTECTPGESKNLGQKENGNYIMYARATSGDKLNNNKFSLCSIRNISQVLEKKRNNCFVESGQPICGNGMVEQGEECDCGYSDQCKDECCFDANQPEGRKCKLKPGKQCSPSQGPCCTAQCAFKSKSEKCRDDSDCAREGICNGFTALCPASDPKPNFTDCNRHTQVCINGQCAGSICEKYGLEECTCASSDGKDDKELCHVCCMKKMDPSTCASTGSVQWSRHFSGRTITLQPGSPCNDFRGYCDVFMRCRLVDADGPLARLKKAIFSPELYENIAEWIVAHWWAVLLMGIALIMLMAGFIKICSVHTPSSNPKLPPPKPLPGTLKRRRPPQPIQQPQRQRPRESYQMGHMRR
SMARCA2 act = activators of SMARCA2 function; MG213 cells, MMTV-luciferase reporter, dexamethasone, overnight; activation, % at 9.1 µM; actives 1% (n = 370,000); AID 652017; in the data active = activation above about 7.8%;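 note: 0% = vehicle wells and 100% = reference activator wells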
hgDAF-12 ag = hgDAF-12 agonism, primary luciferase screen; HEK293 GAL4-hgDAF12 UAS-luciferase reporter, agonist luminescence; normalized to butyrate control; activation, % at 6.8 µM; actives 1.8% (n = 370,000);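 active = activation above a cutoff set at the mean of all screened compounds plus 3 SD, cut at about 10% in these data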;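 note: 0% = DMSO wells and 100% = sodium butyrate wells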
hcDAF-12 act = H. contortus DAF-12 activation, primary screen. HEK293 hcDAF-12 lit1-tk-luc reporter, luminescence; 0% DMSO, 100% Δ7-dafachronic acid. activation, % at 6.8 µM. actives 1.4% (n = 370,000);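 active = activation above the mean of all tested compounds plus 3 SD, cut at about 5.5% in these data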;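 note: 100% = response to 3 µM Δ7-dafachronic acid high control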
DAX1 inh-1 = inhibitors of human orphan nuclear receptor DAX1 (NR0B1); P51843; HEK293 Gal4-DAX1 luciferase reporter, luminescence; inhibition, % at 6.75 µM; actives 0.99% (n = 340,000); AID 504766;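 active = inhibition above the mean over all tested compounds plus 3 SD, cut at about 4.2% in these data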;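 note: 0% = DAX1-transfected cells with DMSO and 100% = empty-vector control cells with DMSO; inhibition shows as a rise in luminescence from relieved DAX1 repression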
Target sequence (P51843 207-470 limits assumed): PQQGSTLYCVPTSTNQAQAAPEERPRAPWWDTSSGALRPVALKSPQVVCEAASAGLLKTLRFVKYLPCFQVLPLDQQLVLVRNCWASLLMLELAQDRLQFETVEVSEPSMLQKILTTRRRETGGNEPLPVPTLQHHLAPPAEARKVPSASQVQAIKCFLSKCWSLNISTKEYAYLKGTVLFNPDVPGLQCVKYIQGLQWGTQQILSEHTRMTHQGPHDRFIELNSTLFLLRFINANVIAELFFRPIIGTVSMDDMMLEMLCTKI
DAX1 inh-2 = inhibitors of DAX1 repression of SF-1 activated StAR promoter; actives 1.1% (n = 370,000); AID 652010; inhibition, % at 6.8 µM; HEK293T StAR-luciferase reporter, SF-1/DAX-1 repression relief;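 active = inhibition above the mean over all tested compounds plus 3 SD, cut at about 3.6% in these data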;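 note: 0% = DAX-1 cells with DMSO and 100% = cells lacking DAX-1 with DMSO; higher inhibition means more luminescence from relief of DAX-1 repression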
GC-A act = GC-A (human) enzyme activation | P16066 | HEK293 GC-A cells, cGMP TR-FRET, EC30 ANP; 0% at EC30 ANP, 100% saturating ANP | activation, % at 10 µM | actives 0.14% (n = 370,000); in the data active = activation above about 40%
NPR2 activator = GC-B (human) receptor activation. HEK293-GC-B cells, CNP EC30, cGMP TR-FRET; 0% at EC30 CNP, 100% saturating CNP. activation, % at 10 µM. actives 0.11% (n = 370,000). AID 1920062;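 active = activation at 10 µM reaching about 35% in either raw or pattern-adjusted values, limit read from the data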
GAA850 FXN act = activators of GAA850 frataxin (FXN) promoter; HEK293 lucGAA850 FXN promoter luciferase reporter, 24 h; percent of 10 µM SAHA response; activation, % at 6 µM; actives 0.56% (n = 360,000);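 active = activation above the average of all compounds screened plus 3 SD, cutoff fixed separately per campaign, cut at about 7.5% in these data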;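 note: 0% = DMSO wells and 100% = 10 µM SAHA wells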
Starred values were filed as active, the others as inactive; . = no result given. Outcome played no part in choosing rows; overall some 6.6% were active at least once.

SMILES	ssDAF-12 act	HGIII-sPLA2 inh	ADAM10 inh	SMARCA2 act	hgDAF-12 ag	hcDAF-12 act	DAX1 inh-1	DAX1 inh-2	GC-A act	NPR2 activator	GAA850 FXN act
O/N=C/c1ccccc1OCc1ccccc1F	0.5	-2	2	-2	0.1	-2.2	-1.1	-0.8	4	-2	0.9
COc1ccc(C(O)c2nc(-c3cncnc3)cs2)cc1 (centres undefined)	-1.3	-3	-4	1	-2.5	-1.5	.	-0.4	2	5	-2.5
COC(=O)C1C2CC3c4[nH]c5cc(OC)ccc5c4CCN3CC2CC(OC2CCCCO2)C1OC (centres undefined)	-0.7	-8	-184	-3	-1.4	-0.5	-1.0	0.3	5	0	0.3
CN(Cc1cc(=O)[nH]c2ccccc12)C(=O)c1ccccc1	0.1	1	-3	9.4*	3.1	4.6	1.3	0.1	0	6	1.6
COc1ccc(NC(=O)c2ccc(C)cc2)c[n+]1[O-]	-1.1	1	13	1	2.7	1.5	0.4	0.2	-3	-5	3.0
O=C(CSC1=NCCS1)Nc1ccc(S(=O)(=O)NC2CCCCC2)cc1	-1.9	-39	12	-2	-0.6	-2.1	-0.1	-0.8	-1	-7	0.5
C/C(=N/NC(=O)CNC(=O)COc1cccc(C)c1)c1ccc(Cl)cc1	-0.8	-2	2	-3	3.1	-0.4	-0.1	0.0	-4	-10	-0.6
CCOC(=O)c1cccc(NS(=O)(=O)c2ccc(NC(C)=O)cc2)c1	-2.3	-7	10	-5	-1.3	-2.2	-1.8	-1.7	1	1	-6.2
Cc1ccc(C(=O)N2CCN(S(=O)(=O)N3CCCCC3)CC2)cc1	-1.1	2	-6	1	0.1	-0.7	1.3	0.3	2	1	1.9
COc1ccc(NC(=O)/C(C#N)=C/c2cc(C)n(-c3ccc(N4CCOCC4)c([N+](=O)[O-])c3)c2C)cc1	-2.0	-1	-3	0	-1.9	-2.5	0.9	-0.4	-2	-1	0.1
Cc1cc(=O)oc2cc(NC(=O)CCOc3ccccc3)ccc12	-0.7	2	-191	2	5.6	-0.8	1.7	-0.6	-15	-11	3.2
COc1ccc(Oc2c(-c3ccc(O)cc3O)n[nH]c2C)cc1	-1.1	-42	2	-2	-2.1	-0.8	0.3	-0.5	44*	1	-3.5
O=C(NCC1COc2ccccc2O1)c1ccc(Cl)cc1 (centres undefined)	-0.3	-6	2	5	7.5	3.6	2.2	3.4	2	1	3.1
COc1cc(CNc2ncnc3c2ncn3[C@H]2CN(CCc3ccccc3)C[C@@H](CO)O2)cc(OC)c1OC	-1.3	-8	-8	3	-4.5	-1.4	.	-1.6	-2	-10	-2.1
Cn1cnnc1SCC(=O)N1CCc2ccccc2C1	-0.7	-1	5	3	0.4	0.1	1.4	-1.3	-4	0	0.8
CN[C@H](CC(=O)O)C(=O)O	-1.0	3	2	-1	1.2	-1.0	-0.4	-1.0	2	-1	-0.8
CCN(C1CCCCC1)S(=O)(=O)c1ccc(-n2cnnn2)c(C)c1	-1.3	-1	0	9.3*	-0.9	-1.1	1.2	0.1	0	4	-0.5
Cc1nccc(-c2cccc(N/N=C(\C#N)C(=O)c3ccccc3)c2)n1	-1.5	-8	1	-2	-1.7	-1.2	0.1	-0.8	7	-2	-0.1
CCn1cc(C(=O)N[C@H](C)c2ccccc2)c(=O)c2cc(F)c(N3CCN(C)CC3)cc21	-1.3	-5	-117	0	-1.8	-0.4	-0.9	-0.5	2	-1	-0.1
CSc1nncc(/C(C)=N\Nc2ccccc2C)n1	-0.8	3	4	1	1.8	2.3	0.8	0.3	3	0	1.7
Cc1cc(C(=O)N2CCOCC2)c(C)o1	-1.3	6	-3	-1	-4.6	-1.2	0.2	-0.6	3	2	0.8
CN(CCC#N)C(=O)COC(=O)c1ccc(Cl)c(S(N)(=O)=O)c1	-0.9	4	-6	-2	0.1	0.1	1.2	0.1	1	2	-1.9
CCOC(=O)c1cc(-c2cccs2)nc2onc(C)c12	-0.9	5	-448	0	-3.2	-0.9	0.0	0.4	1	-8	5.7
CCC(=O)Nc1nc(C)c(-c2csc(Nc3cccc(O)c3)n2)s1	0.2	-5	1	-2	1.8	-0.8	-1.3	0.7	-16	-4	-0.4
CN1CCN(c2ccc(-c3cccc(NC(=O)COc4ccc(Cl)cc4)c3)nn2)CC1	0.6	13	-7	3	14*	3.5	1.3	7.9*	-4	-4	5.5
O=C(O)CCCC(=O)Nc1ccc(Cl)c(Cl)c1	-1.0	-2	5	0	0.3	-1.5	-1.3	-0.2	0	-7	1.3
Cc1ccc(S(=O)(=O)CCSc2ccc(C(F)(F)F)cn2)cc1	-1.7	2	-1	-2	-1.2	-0.2	.	0.1	-3	-4	-2.2
COCCN(C(=O)C1CCCC1)c1c(N)n(Cc2ccccc2)c(=O)[nH]c1=O	-1.3	-1	-1	3	0.9	-2.2	1.9	0.4	3	-7	0.4
COc1ccc(C(=O)N2CCc3cc(OC)c(OC)cc3C2c2ccc(OC)c(OC)c2)cc1 (centres undefined)	-1.2	-2	4	-1	-0.6	-0.7	-0.1	-0.8	-2	-1	1.6
CCOC(=O)c1nc(N)c(=O)n(-c2ccc(C)cc2)n1	-0.9	3	-6	-1	1.5	0.9	-0.6	0.8	6	3	1.9
COc1ccc(CC(N)c2csc(NC(=O)NCCc3ccccc3)n2)cc1 (centres undefined)	-0.9	9	-8	-3	-1.5	-1.5	.	0.0	-7	-5	1.1
Cc1cccc(C)c1OCCCn1ccnc1	-1.5	0	2	-1	0.0	3.8	1.5	0.0	-2	6	-0.9
O=C(NCc1cccnc1)C1CCCN(S(=O)(=O)c2ccccc2)C1 (centres undefined)	-1.6	6	7	2	-0.2	-0.8	-0.6	-0.3	4	0	0.2
COc1ccc(OC)c(C2Nc3c(Cl)ccc(C(=O)O)c3C3C=CCC32)c1 (centres undefined)	-1.2	-15	5	-2	0.6	-0.9	-0.6	0.2	3	2	0.2
Cc1cc(C)cc(NC(=O)COC(=O)c2n[nH]c3ccccc23)c1	-0.9	-52	10	1	12*	1.4	0.9	0.3	-3	-2	0.0
O=C1S/C(=C\c2ccc(N3CCOCC3)o2)C(=O)N1c1ccccc1	-1.2	-21	-8	2	-2.1	-1.1	-0.7	-0.2	29	10	7.5
O=[N+]([O-])c1ccc(NCc2ccncc2)cc1	-1.3	-2	9	-4	-1.3	-1.2	4.6*	-0.6	-4	5	0.4
CCCc1nc2ccccc2c(C(=O)OC(C)C(=O)NCc2ccc3c(c2)OCO3)c1CC (centres undefined)	-1.8	-3	27*	-2	-0.6	-2.9	-1.2	-1.5	11	18	0.2
COc1ccc(-c2coc3c(C(=O)NCc4ccc(OC)c(OC)c4)cccc23)c(C)c1	-2.7	-9	18	-4	-8.3	-5.9	.	-5.7	8	14	-8.3
COc1ccc(NC(=O)c2ccccc2C(=O)N2CCCCC2)cc1	-1.8	-4	-6	-1	4.3	3.0	-1.3	-0.3	-2	2	-1.2
O=C(c1ccco1)N1CCN(C(=O)c2cnn(-c3ccc(F)cc3)c2-n2cccc2)CC1	-0.5	-3	-5	-2	-0.3	4.4	1.8	0.8	-1	1	-0.1
COc1ccc(C(CNC(=O)CNC(=O)c2cccc(C)c2)N2CCOCC2)cc1 (centres undefined)	-1.0	6	-1	4	3.6	0.1	0.6	0.4	-1	-1	0.3
COc1cccc(C2/C(=C(\O)c3ccc4c(c3)OCCO4)C(=O)C(=O)N2CCCn2ccnc2)c1 (centres undefined)	-0.1	5	1	2	-0.8	0.4	0.3	-0.3	8	2	0.6
COc1cc(-c2noc(C)c2/C=C/c2ccc(C(=O)O)cc2)cc(OC)c1OC	-0.6	-12	-7	1	2.8	0.3	-0.9	-0.5	-7	2	-0.9
COC(=O)CCN(Cc1cc(OC)ccc1OC)S(=O)(=O)c1ccccc1Br	-0.5	-9	3	2	0.2	-1.1	-1.1	-0.4	-8	-5	-0.9
Cc1c(C(Nc2ccccn2)c2ccc(Cl)cc2)c(=O)n(-c2ccccc2)n1C (centres undefined)	-1.4	1	1	-3	-2.2	-1.2	2.0	-0.8	-44	-23	-0.8
O=C(NC1CC1)C1CCN(S(=O)(=O)c2cc([N+](=O)[O-])ccc2Cl)CC1	-1.0	9	-4	0	-1.4	-0.8	0.0	-0.6	-1	1	1.4
O=C1C2C(c3ccccc3)CC=CC2[C@H](c2ccc(C(F)(F)F)cc2)N1Cc1ccccc1 (some centres undefined)	-1.0	1	0	-1	-0.8	-1.4	1.6	0.0	2	-1	0.9
O=C(c1ccco1)N1CC2(CC(c3ccc(Cl)cc3)=NO2)CN1Cc1ccc(Br)cc1 (centres undefined)	-1.5	1	-13	-1	1.4	0.4	2.2	0.5	0	0	0.4
CCOC(=O)c1c(NC(=O)CCC(=O)N(CC)CC)sc2c1CC(C)(C)OC2	-1.7	3	0	-4	1.1	-0.6	-0.6	-1.1	-3	3	-0.5
Later entries
SMILES	ssDAF-12 act	HGIII-sPLA2 inh	ADAM10 inh	SMARCA2 act	hgDAF-12 ag	hcDAF-12 act	DAX1 inh-1	DAX1 inh-2	GC-A act	NPR2 activator	GAA850 FXN act
O=C(c1ccc(S(=O)(=O)Cc2cc(F)ccc2F)c([N+](=O)[O-])c1)N1CCOCC1	-1.2	17	0	0	-3.8	-0.6	-1.0	-1.2	3	3	-4.2
CCS(=O)(=O)N1CCC(C(=O)Oc2ccc(Br)cc2)CC1	-1.1	-6	-1	0	1.9	-0.6	-2.1	0.9	6	1	0.1
C/C(CC(=O)NC(C)C)=N\NC(=O)C(c1ccccc1)c1ccccc1	-1.2	-13	10	-1	0.8	-1.3	-0.5	0.0	3	4	1.7
O=C(N[C@@H]1C[C@H]2CC[C@@H]1C2)c1ccco1	-1.3	14	0	-2	1.4	-0.9	0.4	-0.4	3	8	1.9
CCCCC[C@@H](C)N1C[C@@H](COCc2ccccc2)Oc2cc(N3CCC[C@H]3COC)ccc2S1(=O)=O	-1.2	-1	0	0	-0.4	-1.5	.	-1.5	0	2	.
CC1CCCC(C)N1C(=O)COc1ccc(C(=O)Nc2ccccc2N2CCOCC2)cc1 (centres undefined)	-0.9	-3	0	-2	1.9	0.8	1.3	-0.2	3	6	-2.6
COc1ccc(CNC(=O)N2CCN(c3ccccc3)CC2)cc1	-1.2	7	-6	-5	-2.5	-0.8	-0.4	-0.2	1	7	1.9
O=C(COC(=O)c1ccc(NS(=O)(=O)c2ccc(F)c(F)c2)cc1)NCC1CCCO1 (centres undefined)	-1.4	-4	-6	-2	-0.2	0.2	1.0	-0.6	3	0	-1.8
CCOc1ccc(S(=O)(=O)Nc2cccc(C(=O)NCC(c3ccc(OC)cc3)N3CCOCC3)c2)cc1 (centres undefined)	-0.8	-20	-3	0	2.0	-2.7	-0.8	-1.4	-6	3	-2.1

Random excerpt: 2 compounds from above.
SMILES	ssDAF-12 act	HGIII-sPLA2 inh	ADAM10 inh	SMARCA2 act	hgDAF-12 ag	hcDAF-12 act	DAX1 inh-1	DAX1 inh-2	GC-A act	NPR2 activator	GAA850 FXN act
O=C(N[C@@H]1C[C@H]2CC[C@@H]1C2)c1ccco1	-1.3	14	0	-2	1.4	-0.9	0.4	-0.4	3	8	1.9
CCCCC[C@@H](C)N1C[C@@H](COCc2ccccc2)Oc2cc(N3CCC[C@H]3COC)ccc2S1(=O)=O	-1.2	-1	0	0	-0.4	-1.5	.	-1.5	0	2	.

Screening data as filed in PubChem.
